Source: PubChem
C-LANA FP = inhibitors of KSHV C-LANA binding to DNA, primary screen, biochemical, fluorescence polarization, FAM-LBS DNA, MBP-C-LANA, single point; Kaposi's sarcoma herpesvirus LANA C-terminal domain (residues 932-1162) DNA binding; inhibition, % at 9 µM; 340,000 compounds, 0.078% hits; AID 504423, 2011;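 active = highest replicate inhibition at or above 60% at 9 µM, even if other replicates fall short; inactive = all replicates below 60% inhibition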;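 also: 0% = neutral control wells and 100% = 4 µM acridine orange control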
NSD2 inh = NSD2 histone methyltransferase inhibitors, primary screen, biochemical, AlphaScreen, single concentration, set 2; 310,000 compounds, 0.54% hits; AID 743445, 2014; Histone-lysine N-methyltransferase NSD2 (Homo sapiens), O96028; inhibition, % at 12.5 µM; NSD2 peptide methylation, 120 min; in the data active = inhibition above about 50%
CAL PDZ FP-1 = untagged CAL PDZ binding inhibitors, primary screen, biochemical, fluorescence polarization, HTS. Golgi-associated PDZ and coiled-coil motif-containing protein (Homo sapiens), Q9HD26. purified CAL PDZ, TMR-peptide fluorescence polarization, 1 h. inhibition, % at 24.9 µM. 300,000 compounds, 0.92% hits. AID 602252, 2012;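 active = mean inhibition of at least 30% with at least half of replicates also reaching 30%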;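 also: 0% = DMSO neutral control and 100% = excess unlabeled competitor peptide PRC23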
DAGLB inh = DAGLB lipase inhibitors, primary screen, biochemical, fluorescence, HTS | Diacylglycerol lipase-beta (Homo sapiens), Q8NCG7 | HEK293T DAGLB membrane lysate, EnzChek fluorogenic substrate | inhibition, % at 5.17 µM | 340,000 compounds, 0.059% hits | AID 504411, 2011; in the data active = inhibition above about 34%;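 also: 0% = enzyme with vehicle and 100% = wells lacking enzyme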
Target sequence (Q8NCG7 whole entry, looked up): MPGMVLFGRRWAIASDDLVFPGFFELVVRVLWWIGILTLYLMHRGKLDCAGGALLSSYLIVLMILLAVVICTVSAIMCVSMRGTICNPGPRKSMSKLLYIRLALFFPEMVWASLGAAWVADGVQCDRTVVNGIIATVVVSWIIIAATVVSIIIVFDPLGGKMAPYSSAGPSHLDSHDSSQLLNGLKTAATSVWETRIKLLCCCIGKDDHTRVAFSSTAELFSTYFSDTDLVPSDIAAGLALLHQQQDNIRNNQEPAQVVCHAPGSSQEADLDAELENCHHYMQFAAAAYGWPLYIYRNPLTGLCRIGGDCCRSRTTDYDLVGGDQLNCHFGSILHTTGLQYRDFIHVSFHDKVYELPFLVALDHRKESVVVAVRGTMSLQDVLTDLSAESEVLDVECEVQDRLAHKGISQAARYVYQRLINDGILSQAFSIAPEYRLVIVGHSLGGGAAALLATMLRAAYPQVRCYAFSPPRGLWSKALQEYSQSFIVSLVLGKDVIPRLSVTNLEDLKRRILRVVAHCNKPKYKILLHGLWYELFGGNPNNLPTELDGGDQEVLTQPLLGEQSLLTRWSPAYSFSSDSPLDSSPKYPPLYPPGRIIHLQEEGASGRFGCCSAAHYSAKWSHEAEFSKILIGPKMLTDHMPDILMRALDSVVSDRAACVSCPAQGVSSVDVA
DSG3 Ab inh = inhibitors of pemphigus antibody binding to DSG3, primary screen, biochemical, bead-based, flow cytometry, scFv-GFP; Desmoglein-3 (Homo sapiens), P32926; 310,000 compounds, 0.48% hits; binding (percent of control), % at 10 µM; DSG3-coupled beads, scFv-anti-DSG3-GFP binding; hits give low values; AID 588358, 2011;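 active = binding more than 3 SD below its plate's average and above zero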;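 also: hits lower antibody fragment binding to DSG3; some compounds called inactive have numbers as strong as hits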
V-ATPase pHluor = regulators of yeast V-ATPase proton pumping, primary screen, pHLuorin cytosolic pH fluorescence; S. cerevisiae; response, % at 10 µM; 350,000 compounds, 0.37% hits; in the data active = response mostly above about 7.3%, no sharp cut-off; inactive = mostly below about 5.4%; also: actives read high; inactives centre near 0; some compounds called inactive have numbers as strong as hits; reference of the scale not given here
Cardiac RTF inh = cardiac RTF calcium sensitivity inhibitors, primary screen, biochemical, IANBD-TnC fluorescence, EC70 calcium; IANBD-labeled cardiac RTF, Ca2+ fluorescence; inhibition, % at 7.15 µM; 340,000 compounds, 0.12% hits;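 active = inhibition above the mean inhibition of all tested compounds plus 3 SD, cut at about 17% in these data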;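 also: assay run at fixed EC70 calcium of 1.6 mM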
CAL PDZ FP-2 = CAL PDZ peptide-binding inhibitors, primary screen, biochemical, fluorescence polarization, Cer-tagged CAL PDZ, HTS; Golgi-associated PDZ and coiled-coil motif-containing protein (Homo sapiens), Q9HD26; purified CAL PDZ, TMR-peptide fluorescence polarization, 1 h; inhibition, % at 20 µM; 330,000 compounds, 0.02% hits; AID 504414, 2011;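 active = highest replicate inhibition of at least 40%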;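 also: plate controls were DMSO neutral control wells for no effect and unlabeled competitor peptide control wells for full effect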
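material = purified tagged CAL PDZ domain construct (CerCALP) | compound dosing = 20 µM, one dose | times = 1 h at RT | measured by = fluorescence polarization from S- and P-plane intensities, G-factor corrected | read-out = inhibition from polarization loss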
Keap1-Nrf2 PPI = Keap1-Nrf2 protein-protein interaction inhibitors, primary screen, biochemical, fluorescence polarization, single point. Keap1 Kelch-Nrf2 peptide fluorescence polarization, 1536-well. AID 504523, 2011. 340,000 compounds, 0.15% hits. inhibition, % at 9.4 µM. Kelch-like ECH-associated protein 1 (Homo sapiens), Q14145; in the data active = inhibition above about 12%;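 also: human Keap1 Kelch domain with fluorescein labeled Nrf2 9mer peptide probe; 0% = neutral control wells and 100% = peptide positive control; higher means more block of Keap1 binding to Nrf2 peptide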
Arrestin-AP2 inh = inhibitors of beta-arrestin/AP2 binding, primary screen, biochemical, GPCR trafficking, flow cytometry; 340,000 compounds, 0.31% hits; FITC-arrestin peptide / GST-AP2 beads; AP2 beta2 appendage carries R879A mutation; inhibition, % at 10 µM;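 active = inhibition above a set limit, near 3 SD of compounds lacking own fluorescence, cut at about 54% in these data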;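 also: plate controls were DMSO wells for no effect and 5 µM unlabelled arrestin peptide for full effect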
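System: GST-tagged AP2 beta2-adaptin appendage (R879A) on 4 µm glutathione beads / Reagent: FITC-arrestin peptide, 50 nM / Detection: HyperCyt-sampled flow cytometry, FL1 channel, ex 488/em 535 nm / Timing: 12 min plus 1 h, RT / Buffer or medium: PBS plus Tween 20 (0.05%) and BSA (0.1%)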
* hit, by the source's call; nt = not tested or not shown.

nr	SMILES	C-LANA FP	NSD2 inh	CAL PDZ FP-1	DAGLB inh	DSG3 Ab inh	V-ATPase pHluor	Cardiac RTF inh	CAL PDZ FP-2	Keap1-Nrf2 PPI	Arrestin-AP2 inh
1	Cc1nc(NCC2CCCO2)c2nnn(Cc3ccccc3)c2n1 (configuration not stated)	0.6	11	-3	-1	97	1	-5	1.1	3	44
2	COc1ccc(-c2ccc(-c3noc(-c4ccccc4OC)n3)c(OC)n2)cc1	1.8	-7	-4	-10	103	0	-10	-0.1	-11	-28
3	NC1=C(Br)C(=O)c2ncccc2C1=O	-0.3	101*	-6	-6	87	-1	0	-0.4	0	3
4	CN=c1c([N+](=O)[O-])nn(-c2ccc3c(c2)OCCO3)n1O	-1.6	-1	6	6	97	0	-2	-3.5	2	13
5	O=C(O)c1ccccc1S(=O)(=O)c1ccccc1CO	0.9	1	0	-3	95	5	0	-1.2	-4	-3
6	CCOC(=O)N1CCN(C(=O)c2ccccc2NC(=O)c2ccccc2Cl)CC1	-0.1	-3	2	3	95	0	-5	-1.0	-3	5
7	COc1ccc(CCNC(=O)C2CCN(S(=O)(=O)c3cnc[nH]3)CC2)cc1OC	-1.6	nt	-11	0	89	-2	5	0.9	-7	7
8	CN(CC(=O)Nc1ccccc1Br)C(=O)CCC1CCCC1	1.2	0	nt	-1	nt	1	-13	-0.2	-2	-17
9	CC(C)CNC(=O)NC(=O)COC(=O)c1cccc(NS(=O)(=O)c2ccc(F)c(F)c2)c1	-2.5	nt	-1	1	104	5	-13	0.3	-6	-2
10	CC(C)=CC(=O)Nc1ccc2c(c1)OCO2	1.5	nt	-3	-1	102	-6	-1	-1.6	1	27
11	CCn1c(SCC(=O)Nc2nc(C)cs2)nnc1-c1cccnc1	1.8	0	nt	5	98	0	2	-2.3	0	-4
12	COc1ccc(N2C(=O)[C@H]3CCC=C[C@H]3[C@@H]2c2ccccc2Br)cc1	2.7	nt	-1	-3	94	2	-2	0.1	1	-5
13	Cc1ccc(C)c(NC(=O)C(OC(=O)c2cc[n+]([O-])cc2)c2ccccc2)c1 (configuration not stated)	1.6	3	6	-1	-4	-3	-4	-0.8	1	1
14	CCOC(=O)c1ccc(NC(=O)CN2CCc3ccccc3C2)cc1	0.1	2	-2	-3	nt	0	-4	-1.3	-9	3
15	COc1cc(OC)c(NC(=O)CC2SC(N)=NC2=O)cc1Cl (configuration not stated)	nt	-7	nt	0	109	7	nt	nt	nt	nt
16	COc1cc(C(=O)O)nc2ccccc12	-1.7	nt	-5	-2	106	-2	4	-0.6	1	56*
17	COc1ccc(C(C(=O)NC(C)(C)C)N(C(=O)Cn2nnc3ccccc32)c2cccc(C(C)=O)c2)cc1O (configuration not stated)	0.6	26	-2	2	94	2	-20	-0.7	-1	12
18	COc1ccc(-c2c(C#Cc3ccsc3)c3cc(-c4ccc5c(c4)OCO5)ccc3n2C)cc1	-0.1	nt	0	-4	102	-1	-5	-0.9	0	5
19	COc1ccc(S(=O)(=O)N2CCCC(C(=O)NCc3ccccn3)C2)cc1Cl (configuration not stated)	-1.0	0	-2	-1	85	0	8	-3.0	2	7
20	CC(Cc1c[nH]c2ccccc12)NC(N)=O (configuration not stated)	0.2	0	nt	2	106	1	-3	-0.9	-7	-23
21	COc1ccccc1/C=C/C(=O)NCC(=O)N1CCC(N(C)C2CCCC2)CC1	-1.2	1	-2	0	84	-2	-6	-2.1	0	1
22	Cc1cc(C)nc(SCC(=O)c2ccc(F)cc2F)n1	2.4	-3	nt	0	98	2	-8	nt	0	-8
23	COc1ccc(OC)c(NC(=O)CN(c2ccc(C)cc2)S(=O)(=O)c2c(C)n[nH]c2C)c1	0.9	0	-3	1	109	0	-6	-1.7	-6	2
24	Cc1nn(C)cc1CNC(=O)c1cccc(Cl)c1	0.1	3	-1	1	105	-3	-12	-1.9	-3	-7
25	Cc1cccc(N(CC(=O)NC2CCCC2)C(=O)c2csnn2)c1C	1.5	0	2	1	109	3	-21	-1.6	3	-7

Next records:
nr	SMILES	C-LANA FP	NSD2 inh	CAL PDZ FP-1	DAGLB inh	DSG3 Ab inh	V-ATPase pHluor	Cardiac RTF inh	CAL PDZ FP-2	Keap1-Nrf2 PPI	Arrestin-AP2 inh
26	Nc1cc(C(=O)O)ccc1Nc1ccc(F)c(F)c1	-0.2	3	-3	2	119	3	-3	nt	-6	3
27	Cc1ccc(NC(=O)Cc2nc(CSc3nnc(-c4ccc5c(c4)OCO5)o3)cs2)cc1	-0.3	-7	1	-4	104	-2	-5	-2.7	-2	20
28	CCOc1ccc(C(=O)Nc2ccc3c(c2)OCCO3)cc1OC	-0.1	0	nt	-2	101	5	-3	-2.0	-3	-2
29	Cc1cc(NCc2ccccc2)n2ncnc2n1	-2.4	-2	nt	-3	98	1	-4	-0.7	-1	22
30	Cc1cc(C)cc(NC(=O)CCc2c(C)nn(-c3ccc(N4CCCCC4)nn3)c2C)c1	-0.7	-2	3	0	97	0	-3	-0.2	-1	2
31	COc1cccc(C2C(C(=O)c3ccc(C)o3)=C(O)C(=O)N2CCN2CCOCC2)c1OC (configuration not stated)	-0.9	0	-5	-1	nt	2	-2	-2.5	-6	16
32	O=C1CCC([N+](=O)[O-])C(c2ccccc2F)N1 (configuration not stated)	-0.3	-11	4	-2	100	1	-1	-3.0	0	1
33	COc1cn(-c2ccccc2)nc1C(=O)OCC(=O)Nc1ccc(C)c(C)c1	-1.1	nt	-2	-4	91	-4	0	-1.6	0	5
34	CCC1(c2ccc(F)cc2)NC(=O)N(CC(=O)N2CC(=O)Nc3ccccc32)C1=O (configuration not stated)	1.4	0	-2	2	100	0	-4	-2.1	1	-9
35	COC(=O)c1c(C)oc(C)c1S(=O)(=O)N1CCCC1	0.0	-3	-3	0	114	-5	-5	-0.5	0	-11
36	CCOc1ccc(CN(C)C(C)C(=O)Nc2ccc([N+](=O)[O-])cc2Cl)cc1OC (configuration not stated)	1.1	-2	-6	-10	82	-10	3	-1.5	-1	-2
37	CCSC1=N/C(=C\c2ccc(OC)cc2)C(=O)N1	-1.3	6	-3	-1	101	3	3	-1.0	-7	-9
38	CC(C)c1cc(C(F)(F)F)nc(NNc2nc(C(C)C)cc(C(F)(F)F)n2)n1	nt	-2	nt	-14	111	2	nt	nt	nt	nt
39	CC(C)N(C(=O)CSc1nnnn1C1CCCC1)C(C)C	0.8	-2	-2	0	84	8.1*	5	-0.1	0	9
40	CCc1ccc(-c2nc(CS(=O)CC(=O)NCCCN3CCOCC3)c(C)o2)cc1 (configuration not stated)	-0.2	3	-2	3	103	-5	-5	-0.9	-1	12
41	c1ccc(CSc2cc3ccccc3[nH]2)cc1	0.0	1	8	-5	107	-2	2	-0.3	5	-18
42	Cc1c(OCc2ccc(C(=O)O)o2)ccc2c3c(c(=O)oc12)CCC3	1.0	7	-2	1	104	-1	4	-1.1	-7	-9
43	CC1(C)CC(=O)C2=C(C1)OC(c1cccs1)C(C#N)=C2N (configuration not stated)	-0.7	-1	-4	0	104	2	-1	-2.2	-5	-16
44	Cc1[nH]c(=O)[nH]c(=O)c1NC(=O)c1sc2nc3c(C)cccc3cc2c1N	0.7	1	-3	4	102	0	-5	-0.1	-3	3
45	S=C(NCCc1ccccc1)NC1CC2CCC(C1)N2Cc1ccccc1 (configuration not stated)	0.1	16	2	-1	100	-2	0	nt	-2	-5
46	COc1cccc(C(=O)NC2CC3CCCC(C2)N3Cc2ccc(F)cc2)c1 (configuration not stated)	nt	4	nt	-4	108	-3	nt	nt	nt	nt
47	CC(NC(=O)C1CSC2(C)CCC(=O)N12)c1ccccc1Cl (configuration not stated)	0.0	-1	-9	-1	48	-1	-20	-0.5	2	7
48	Cn1c(=N)n(CC(=O)c2ccc(F)cc2)c2ccccc21	1.8	-1	-7	-3	113	8	-18	-0.2	0	10

Molecules above that contain fluorine:
nr	SMILES	C-LANA FP	NSD2 inh	CAL PDZ FP-1	DAGLB inh	DSG3 Ab inh	V-ATPase pHluor	Cardiac RTF inh	CAL PDZ FP-2	Keap1-Nrf2 PPI	Arrestin-AP2 inh
9	CC(C)CNC(=O)NC(=O)COC(=O)c1cccc(NS(=O)(=O)c2ccc(F)c(F)c2)c1	-2.5	nt	-1	1	104	5	-13	0.3	-6	-2
22	Cc1cc(C)nc(SCC(=O)c2ccc(F)cc2F)n1	2.4	-3	nt	0	98	2	-8	nt	0	-8
26	Nc1cc(C(=O)O)ccc1Nc1ccc(F)c(F)c1	-0.2	3	-3	2	119	3	-3	nt	-6	3
32	O=C1CCC([N+](=O)[O-])C(c2ccccc2F)N1 (configuration not stated)	-0.3	-11	4	-2	100	1	-1	-3.0	0	1
34	CCC1(c2ccc(F)cc2)NC(=O)N(CC(=O)N2CC(=O)Nc3ccccc32)C1=O (configuration not stated)	1.4	0	-2	2	100	0	-4	-2.1	1	-9
38	CC(C)c1cc(C(F)(F)F)nc(NNc2nc(C(C)C)cc(C(F)(F)F)n2)n1	nt	-2	nt	-14	111	2	nt	nt	nt	nt
46	COc1cccc(C(=O)NC2CC3CCCC(C2)N3Cc2ccc(F)cc2)c1 (configuration not stated)	nt	4	nt	-4	108	-3	nt	nt	nt	nt
48	Cn1c(=N)n(CC(=O)c2ccc(F)cc2)c2ccccc21	1.8	-1	-7	-3	113	8	-18	-0.2	0	10

Some of the compounds tested; the hit share may differ from the screen's.
